Screening results as filed in PubChem BioAssay.
PI5P4K alpha inh = blocks human PI5P4K alpha kinase activity | P48426 | PI5P4Kalpha enzyme, ADP-Glo luminescence, 60 min; stronger effect = lower value | max response, % | 330,000 compounds, 1.2% hits; active means max response of -50% or lower; inconclusive means between -30% and -50%; inactive means -30% or higher; further: value at the top dose of about 77 µM; on the % scale 0 is the no-effect control and ±100 the full control effect
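Controls without substrate or without enzyme flank wells where PI5P4Kalpha converts substrate using 5 microM ATP (final). Incubation lasts 60 minutes at room temperature; ADP formed is read by ADP-Glo luminescence.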
PLK1 PBD inh = blocks phosphopeptide binding to human PLK1 polo-box domain. Plk1 PBD binding of FITC phosphopeptide, fluorescence polarization. Potency, µM, for the others: max response, negative = inhibition, hits mostly inhibitors. 360,000 compounds, 2.8% hits. AID 720504; further: potency means the concentration at half of the fitted maximal effect; series mostly up to about 57 µM; on the % scale 0 is the no-effect control and ±100 the full control effect; nearly all actives have a fitted effect of over 65% in size
CCT chaperon mod = changes cytosolic chaperonin activity. purified chaperonin ATPase assay, HTRF ADP detection, 30 min. activity change, % (test concentration not listed), hits read low. 360,000 compounds, 0.3% hits. AID 651819; in the data active means activity change below about -30%; further: on the % scale 0 is the no-effect control and ±100 the full control effect
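TRiC (40 or 20 nM final, by batch activity) in 30 mM Tris pH 7.4, 100 mM KCl, 5 mM MgCl2, 1 mM DTT was treated with compound at 76 uM single dose, then 10 uM ATP, 30 min at 37 °C. ADP was read by HTRF Transcreener.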
EPAC2 antag = antagonists of human EPAC2; Q8WZA2; Potency, µM (highest dose often 114 µM), inactives show at the top dose activity, negative = inhibition, most hits filed as inhibitors; 360,000 compounds, 0.18% hits; EPAC2 GEF exchange of Rap1B-BODIPY-GDP, fluorescence; further: potency means the concentration at half of the fitted maximal effect; on the % scale 0 is the no-effect control and ±100 the full control effect; nearly all actives have a fitted effect of over 45% in size; many of its hits are not listed in these tables
EPAC1 antagonist = antagonists of human EPAC1; EPAC1 GEF assay, Rap1b-BODIPY-GDP exchange fluorescence; Potency, µM (titrated, usually from 115 µM), for the others: at the highest dose activity change, negative = inhibition, actives largely listed as inhibitors; 360,000 compounds, 0.14% hits; AID 720709;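 further: potency means the concentration at half of the fitted maximal effect; plate controls were vehicle for no effect and positive control for full effect; nearly all actives have a fitted effect of over 50% in size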
Target sequence (O95398 whole entry, looked up): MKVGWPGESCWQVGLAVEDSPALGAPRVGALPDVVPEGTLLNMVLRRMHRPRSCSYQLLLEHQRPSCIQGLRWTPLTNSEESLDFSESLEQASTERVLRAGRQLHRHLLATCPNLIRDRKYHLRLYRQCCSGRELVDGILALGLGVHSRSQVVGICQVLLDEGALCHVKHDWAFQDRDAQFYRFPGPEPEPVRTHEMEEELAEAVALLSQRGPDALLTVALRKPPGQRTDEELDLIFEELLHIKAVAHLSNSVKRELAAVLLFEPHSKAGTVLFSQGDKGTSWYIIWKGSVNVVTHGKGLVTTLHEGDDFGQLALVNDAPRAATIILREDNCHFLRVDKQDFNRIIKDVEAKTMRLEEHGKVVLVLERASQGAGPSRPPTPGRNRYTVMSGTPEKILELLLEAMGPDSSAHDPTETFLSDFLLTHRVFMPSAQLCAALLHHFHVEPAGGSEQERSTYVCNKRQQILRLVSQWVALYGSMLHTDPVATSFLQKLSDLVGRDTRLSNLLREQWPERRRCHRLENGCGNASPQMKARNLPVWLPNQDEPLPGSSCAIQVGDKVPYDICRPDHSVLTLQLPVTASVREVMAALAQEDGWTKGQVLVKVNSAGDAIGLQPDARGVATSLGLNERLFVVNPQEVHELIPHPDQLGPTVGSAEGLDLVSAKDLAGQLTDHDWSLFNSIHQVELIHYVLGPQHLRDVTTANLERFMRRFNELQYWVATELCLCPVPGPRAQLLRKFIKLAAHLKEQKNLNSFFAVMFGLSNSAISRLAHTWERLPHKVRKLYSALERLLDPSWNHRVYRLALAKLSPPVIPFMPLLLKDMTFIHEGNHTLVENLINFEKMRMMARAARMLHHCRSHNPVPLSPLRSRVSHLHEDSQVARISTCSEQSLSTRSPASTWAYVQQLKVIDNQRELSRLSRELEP
Mm-Cpn inhibitor = inhibitors of Methanococcus maripaludis chaperonin (MmCpn) | purified Mm-Cpn ATPase, ADP Transcreener TR-FRET | Potency, µM (series often up to 76.9 µM), inactives show at the highest dose activity, negative = inhibition, usual class: inhibitors | 330,000 compounds, 0.031% hits | AID 504842; further: potency means the concentration at half of the fitted maximal effect; on the % scale 0 is the no-effect control and ±100 the full control effect; nearly all actives have a fitted effect of over 80% in size
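Measured: ADP formation by purified Mm-CPN. Conditions: 25 nM protein, 10 uM ATP, Tris pH 7.4 with Mg2+, K+ and DTT, 37°C for 30 min. Detection: Transcreener HTRF after 30 min at room temperature.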
EPAC1 agonist = activates human EPAC1 exchange factor; EPAC1 agonist qHTS, biochemical assay; response scale: 100% = response to 6.5 mM cAMP; Potency, µM (highest dose often 154 µM), without a hit: top-dose activation, most hits filed as activators; O95398; 360,000 compounds, 0.073% hits; further: potency means the concentration at half of the fitted maximal effect; nearly all actives have a fitted effect of over 60% in size
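Normalized to 6.5 mM cAMP, activity reflects EPAC1-catalysed release of BODIPY-GDP from Rap1B, followed kinetically over 30 min at 480 nm excitation, 540 nm emission. Reaction contained 100 nM EPAC1, 250 nM Rap1B-BODIPY-GDP, 50 uM GDP.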
WRN inhibitor = WRN helicase (human) inhibition. Q14191. WRN helicase unwinding, fluorescent forked duplex, kinetic. Potency, µM (titrated, usually from 114 µM), for inactives: top-dose activity change, negative = inhibition, actives largely listed as inhibitors. 360,000 compounds, 0.46% hits; further: potency means the concentration at half of the fitted maximal effect; on the % scale 0 is the no-effect control and ±100 the full control effect; nearly all actives have a fitted effect of over 55% in size
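Enzyme (20 nM final) and test compound sit together 15 min at room temperature before substrate addition. Substrate is a single-forked duplex oligonucleotide (100 nM) labelled with fluorophore and quencher, with 2 mM ATP; helicase unwinding raises red fluorescence, read kinetically.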
Starred values were filed as active, the others as inactive; [ ] = dose if it differs, or a comment. Unless noted, the call rests on the fitted dose curve; in most records, active means well fitted curve in the direction sought with a large enough effect; inconclusive means small, poorly fitted or top-dose-only effect, or another doubt; inactive means no such curve, though single readings can be large; an effect the other way counts as inactive or inconclusive.

`COc1ccc(CCNC(=O)CCn2c(=O)oc3ccccc32)cc1` gave PI5P4K alpha inh 0, PLK1 PBD inh -17%, CCT chaperon mod -6.3, EPAC2 antag -5%, EPAC1 antagonist -6%, Mm-Cpn inhibitor -1%, EPAC1 agonist -7% and WRN inhibitor -8%.
For O=C(O)c1ccccc1OCC1CCCO1 (configuration not stated) the results were PI5P4K alpha inh 0, PLK1 PBD inh -13%, CCT chaperon mod 0.5, EPAC2 antag 1%, EPAC1 antagonist 7%, Mm-Cpn inhibitor -1%, EPAC1 agonist 12% and WRN inhibitor 11%.
For O=C(NNC(=S)NCc1ccccc1)c1ccccc1OC(F)F the results were PI5P4K alpha inh 1, PLK1 PBD inh -8%, CCT chaperon mod 1.7, EPAC2 antag 7%, EPAC1 antagonist 0%, Mm-Cpn inhibitor 0%, EPAC1 agonist 0% and WRN inhibitor 5%.
O=C(COC(=O)c1ccc(S(=O)(=O)Nc2ccccc2)cc1)NCc1ccco1 was read as PI5P4K alpha inh -4, PLK1 PBD inh -7%, CCT chaperon mod -2.2, EPAC2 antag -22%, EPAC1 antagonist 2%, Mm-Cpn inhibitor 1%, EPAC1 agonist 4% and WRN inhibitor -23%.
For O=C(/C=C/c1ccccc1)NC(N1CCOCC1)C(Cl)(Cl)Cl (configuration not stated) the results were PI5P4K alpha inh 6, PLK1 PBD inh 0%, CCT chaperon mod -0.3, EPAC2 antag 4%, EPAC1 antagonist 4%, Mm-Cpn inhibitor 1%, EPAC1 agonist -7% and WRN inhibitor -12%[57.1 µM].
Screening COc1ccccc1NC(=O)N(C)C[C@H]1OCc2cnnn2CCCC(=O)N([C@@H](C)CO)C[C@H]1C returned PI5P4K alpha inh 1, PLK1 PBD inh -21%, CCT chaperon mod -1.7, EPAC2 antag -4%, EPAC1 antagonist -27%, EPAC1 agonist 11% and WRN inhibitor -4%.
COc1ccc2c(-c3cccnc3)cc(=O)[nH]c2c1 was read as PI5P4K alpha inh -2, PLK1 PBD inh -1%, CCT chaperon mod -17, EPAC2 antag 6%, EPAC1 antagonist 0%, Mm-Cpn inhibitor 0%, EPAC1 agonist -5% and WRN inhibitor 7%.
`COc1ccc2c(c1O)Cc1ccccc1C2=O` gave PI5P4K alpha inh -10, PLK1 PBD inh inconclusive, CCT chaperon mod 3.3, EPAC2 antag 2%, EPAC1 antagonist 7%, Mm-Cpn inhibitor 3%, EPAC1 agonist 4% and WRN inhibitor -29%.
`COc1ccccc1OCCC(=O)Nc1nc(C)cs1` gave PI5P4K alpha inh 9, PLK1 PBD inh -3%, CCT chaperon mod -1.5, EPAC2 antag 5%, EPAC1 antagonist -16%, Mm-Cpn inhibitor -3%, EPAC1 agonist 1% and WRN inhibitor -2%.
O=C(Nc1ccc(C(=O)O)cc1)/C(=C\c1ccc([N+](=O)[O-])cc1)NC(=O)c1ccc(Br)cc1 was read as PI5P4K alpha inh 0, PLK1 PBD inh -9%, CCT chaperon mod -0.4, EPAC2 antag -24%, EPAC1 antagonist -1%, Mm-Cpn inhibitor -1%, EPAC1 agonist -1% and WRN inhibitor -1%.
`COc1ccc(NC(=O)Nc2ccc3nc([C@@H]4O[C@H](CO)[C@@H](O)[C@H](O)[C@H]4O)[nH]c3c2)cc1OC1CCCC1` gave PI5P4K alpha inh -14, PLK1 PBD inh -7%, CCT chaperon mod -3.1, EPAC2 antag 11%, EPAC1 antagonist -7%, EPAC1 agonist -10% and WRN inhibitor 3%[57.1 µM].
`O=S(=O)(c1ccccc1)c1nc(NCc2ccccc2)sc1Cl` gave PI5P4K alpha inh -3, PLK1 PBD inh -27%, CCT chaperon mod -1.7, EPAC2 antag 1%, EPAC1 antagonist 3%, Mm-Cpn inhibitor -9%, EPAC1 agonist 14% and WRN inhibitor -14%.
Screening O=C(Nc1ccc(C(=O)O)cc1)/C(=C\c1ccc2c(c1)OCO2)NC(=O)c1ccc(Br)cc1 returned PI5P4K alpha inh 0, PLK1 PBD inh -14%, CCT chaperon mod 0.0, EPAC2 antag inconclusive, EPAC1 antagonist -9%, Mm-Cpn inhibitor 1%, EPAC1 agonist 5% and WRN inhibitor -2%.
Screening Cc1ccccc1CNC(=O)c1[nH]c(C(F)(F)F)nc1-c1ccccc1 returned PI5P4K alpha inh 7, PLK1 PBD inh -6%, CCT chaperon mod 0.4, EPAC2 antag 22%, EPAC1 antagonist 0%, EPAC1 agonist 6% and WRN inhibitor -12%.
Screening CCOCc1cc(=O)[nH]c(SC)n1 returned PI5P4K alpha inh -2, PLK1 PBD inh -7%, CCT chaperon mod 0.1, EPAC2 antag 3%, EPAC1 antagonist 1%, Mm-Cpn inhibitor -1%, EPAC1 agonist 4% and WRN inhibitor 13%.
Screening C/C(=N\NC(=O)c1cc2ccccc2cc1O)c1ccc2c(c1)OCO2 returned PI5P4K alpha inh -67*, PLK1 PBD inh -8%, CCT chaperon mod -4.0, EPAC2 antag 0%, EPAC1 antagonist -26%, Mm-Cpn inhibitor -1%, EPAC1 agonist 1% and WRN inhibitor -39%.
`COc1cccc2cc(C(=O)NCc3ccco3)c(=O)oc12` gave PI5P4K alpha inh 1, PLK1 PBD inh -17%, CCT chaperon mod -2.8, EPAC2 antag -2%, EPAC1 antagonist 6%, Mm-Cpn inhibitor -2%, EPAC1 agonist 9% and WRN inhibitor 3%.
Screening CCOC(=O)C1CCN(c2ncnc3c(C)csc23)CC1 returned PI5P4K alpha inh 4, PLK1 PBD inh -12%, CCT chaperon mod -2.4, EPAC2 antag 1%, EPAC1 antagonist 5%, Mm-Cpn inhibitor -1%, EPAC1 agonist 1% and WRN inhibitor 9%.
Screening CC(C)C(=O)Nc1cccc(NC(=S)NC(=O)C(c2ccccc2)c2ccccc2)c1 returned PLK1 PBD inh -3%, CCT chaperon mod -0.5, EPAC2 antag -19%, EPAC1 antagonist -15%, Mm-Cpn inhibitor 0%, EPAC1 agonist 19% and WRN inhibitor -14%.
Screening O=C(COc1ccccc1)Nc1nnc(COc2ccccc2)s1 returned PI5P4K alpha inh -8, PLK1 PBD inh 5%, CCT chaperon mod -1.2, EPAC2 antag 7%, EPAC1 antagonist 5%, Mm-Cpn inhibitor 1%, EPAC1 agonist 2% and WRN inhibitor 6%.
Screening O=C1C2C3C=CC(C3)C2C(=O)N1c1ccc(S(=O)(=O)Nc2nccs2)cc1 (configuration not stated) returned PI5P4K alpha inh -6, PLK1 PBD inh -11%, CCT chaperon mod -0.5, EPAC2 antag -4%, EPAC1 antagonist -23%, Mm-Cpn inhibitor 0%, EPAC1 agonist 4% and WRN inhibitor 0%.
`COc1ccccc1N1CCN(S(=O)(=O)c2ccc(F)cc2)CC1` gave PLK1 PBD inh -4%, CCT chaperon mod 1.3, EPAC2 antag -17%, EPAC1 antagonist -17%, Mm-Cpn inhibitor 1%, EPAC1 agonist 22% and WRN inhibitor 1%.
O=[N+]([O-])c1ccccc1-c1ccc(C(=S)N2CCCCC2)o1 was read as PI5P4K alpha inh 1, PLK1 PBD inh -19%, CCT chaperon mod -5.2, EPAC2 antag -2%, EPAC1 antagonist -5%, Mm-Cpn inhibitor 1%, EPAC1 agonist 5% and WRN inhibitor -23%.
`Cc1ccsc1C(=O)OCC(=O)N1CCOCC1` gave PI5P4K alpha inh -2, PLK1 PBD inh -6%, CCT chaperon mod -2.1, EPAC2 antag 8%, EPAC1 antagonist 12%, Mm-Cpn inhibitor 1%, EPAC1 agonist -8% and WRN inhibitor 4%.
Screening CCCCCN(C(=O)CCC(=O)OCC(=O)NCCc1ccccc1)c1c(N)n(CCCC)c(=O)[nH]c1=O returned PI5P4K alpha inh 2, PLK1 PBD inh -24%, CCT chaperon mod -0.9, EPAC2 antag -7%, EPAC1 antagonist -6%, EPAC1 agonist 2% and WRN inhibitor 10%.
For O=C(Nc1nc2ccccc2[nH]1)C12CC3CC(CC(C3)C1)C2 the results were PI5P4K alpha inh -4, PLK1 PBD inh -7%, CCT chaperon mod 0.1, EPAC2 antag -5%, EPAC1 antagonist -2%, Mm-Cpn inhibitor -1%, EPAC1 agonist 6% and WRN inhibitor -12%.
CCCCCc1cc(=O)oc2c(C(CCN3CCCC3)c3ccc(N(C)C)cc3)c(OC)cc(OC)c12 (configuration not stated) was read as PI5P4K alpha inh 0, PLK1 PBD inh 1%, CCT chaperon mod -2.6, EPAC2 antag 2%, EPAC1 antagonist 1%, Mm-Cpn inhibitor 1%, EPAC1 agonist -11% and WRN inhibitor -5%.
Screening COc1ccccc1C(=O)COC(=O)c1cc(=O)[nH]c2ccccc12 returned PI5P4K alpha inh 5, PLK1 PBD inh -8%, CCT chaperon mod 1.7, EPAC2 antag -2%, EPAC1 antagonist 5%, Mm-Cpn inhibitor 2%, EPAC1 agonist 1% and WRN inhibitor 3%.
N#Cc1ccc(N2CCCNCC2)nc1 was read as PI5P4K alpha inh 8, PLK1 PBD inh -5%, CCT chaperon mod -4.2, EPAC2 antag 1%, EPAC1 antagonist -6%, Mm-Cpn inhibitor 1%, EPAC1 agonist -16% and WRN inhibitor 4%.
`COc1ccc(C#Cc2c(-c3ccccc3)n(C)c3ccccc23)cc1` gave PI5P4K alpha inh 1, PLK1 PBD inh -6%, CCT chaperon mod -0.2, EPAC2 antag -12%, EPAC1 antagonist 6%, Mm-Cpn inhibitor inconclusive, EPAC1 agonist 2% and WRN inhibitor -12%.
S=c1[nH]nc(Cc2cccc3ccccc23)o1 was read as PI5P4K alpha inh 4, PLK1 PBD inh -12%, CCT chaperon mod -0.7, EPAC2 antag -4%, EPAC1 antagonist -17%, Mm-Cpn inhibitor -1%, EPAC1 agonist 6% and WRN inhibitor 0%.
`O=S(=O)(NCCN1CCCC1)c1cccc2cccnc12` gave PI5P4K alpha inh -3, PLK1 PBD inh -2%, CCT chaperon mod -0.6, EPAC2 antag 4%, EPAC1 antagonist 2%, Mm-Cpn inhibitor -1%, EPAC1 agonist -2% and WRN inhibitor -11%.
`Cc1noc(C)c1CSCC(=O)Nc1nc2ccc(S(C)(=O)=O)cc2s1` gave PI5P4K alpha inh inconclusive, PLK1 PBD inh 0%, CCT chaperon mod -2.0, EPAC2 antag 9%, EPAC1 antagonist -7%, Mm-Cpn inhibitor -1%, EPAC1 agonist -4% and WRN inhibitor -8%.
Screening CSc1ncccc1C(=O)NCC(=O)Nc1ccc(F)c(F)c1 returned PI5P4K alpha inh -4, PLK1 PBD inh -1%, CCT chaperon mod -1.5, EPAC2 antag 7%, EPAC1 antagonist -2%, Mm-Cpn inhibitor inconclusive, EPAC1 agonist 5% and WRN inhibitor -24%.

The list is partial. The share of hits here may be higher or lower than overall.
